Screening results from PubChem.
5HT1a ag = activates the human 5-HT1a serotonin receptor; AID 567; activation, % at 10 µM; CHO 5-HT1a Ga15 NFAT-bla reporter, FRET ratio; 0% basal, 100% maximal reference agonist; P08908; 65,000 tested, 0.56% active;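 active = activation above the screen-wide mean activation plus 3 SD, cut at about 19% in these data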;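 note: 0% = DMSO wells and 100% = 5-CT at EC100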
E coli RNAP = inhibitors of Escherichia coli RNA polymerase | P0A8V2 | E. coli RNA polymerase, fluorescence transcription assay | inhibition, %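 (tested at 10 µM)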 | 62,000 tested, 0.2% active | AID 559; in the data active = inhibition above about 20%;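 note: 0% = enzyme without compound and 100% = no enzyme blank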
NADH coupling = inhibitors of enzymes used to reach an NAD/NADH endpoint; coupled PK/LDH NADH assays, four targets; IC50, µM (doses to about 10 µM), without a hit: at the highest dose inhibition; 65,000 tested, 0.02% active; AID 774;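 active = single-dose screening hits from any of four coupled enzyme assays that gave an IC50 when retested across doses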;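 note: the DPM-DC format reads NADH fluorescence rather than 340 nm absorbance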
Hsp90 block = displaces geldanamycin probe from tumor Hsp90; P07900; NCI-N417 lysate Hsp90, Cy3B-geldanamycin FP displacement; inhibition, % at 30 µM; 64,000 tested, 0.35% active; AID 429;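 active = inhibition above 50%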;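 note: 0% = tracer plus lysate wells and 100% = tracer alone without lysate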
D1 allo mod = allosteric modulators of human D1 dopamine receptor; B-score at 10 µM; 58,000 tested, 5.9% active; HEK293 D1, CRE-luciferase, dopamine EC30 potentiation; actives deviate in either direction;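 active = luminescence count or its row- and column-corrected plate score outside the 99.7% band of the plate's sample wells, on either side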
Target sequence (P21728 whole entry, looked up): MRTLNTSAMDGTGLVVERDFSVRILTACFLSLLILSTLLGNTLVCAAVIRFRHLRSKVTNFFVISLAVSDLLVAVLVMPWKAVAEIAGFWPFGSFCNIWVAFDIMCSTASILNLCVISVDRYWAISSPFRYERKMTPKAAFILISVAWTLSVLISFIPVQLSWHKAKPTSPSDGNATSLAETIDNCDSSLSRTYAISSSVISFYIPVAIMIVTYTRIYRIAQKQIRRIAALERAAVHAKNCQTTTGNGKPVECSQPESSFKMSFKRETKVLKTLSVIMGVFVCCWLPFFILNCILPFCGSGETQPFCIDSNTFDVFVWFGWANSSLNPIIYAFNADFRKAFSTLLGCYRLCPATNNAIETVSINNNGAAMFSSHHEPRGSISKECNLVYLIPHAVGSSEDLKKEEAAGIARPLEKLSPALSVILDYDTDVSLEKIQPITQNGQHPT
HER2 expr 66K = inhibitors of human Her2 kinase expression; SKBR-3 HER2 protein level, AlphaScreen, 18-24 h; active compounds read low; 65,000 tested, 0.69% active; HER2 level % of control, % at 10 µM; AID 645;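 active = HER2 level under 5% of the carrier-only control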;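 note: 100% = DMSO carrier and 0% = 500 nM PU-H71 HSP90 inhibitor; lower value means stronger loss of Her2 protein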
Fluor 339 460 = intrinsic fluorescence of library compounds, ex339/em460 – biochemical, MLSMR library, data from DPM-DC assay, artefact control, profiling panel. compound autofluorescence, ex339/em460 nm, NADH buffer; active compounds read high; 1 = no-compound wells, NADH background. fluorescence fold increase at 10 µM. 65,000 tested, 5.5% active;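 active = at 10 µM, mean starting fluorescence two-fold or more over control wells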;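 note: signal is the first read of a kinetic run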
M1 ag = M1 muscarinic receptor agonism; CHO-M1 cells, Fluo-4 calcium fluorescence, agonist mode; active compounds read high; 64,000 tested, 3% active; B-score at 10 µM;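 active = fluorescence rise, raw or as B-score row- and column-corrected plate score, outside the 99.7% band of its plate's samples, either direction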
M1 antag = antagonists of rat M1 muscarinic receptor; AID 628; CHO-M1 cells, Fluo-4 calcium, ACh EC80 antagonist mode; active compounds read low; B-score at 10 µM; 64,000 tested, 3.4% active;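 active = calcium fluorescence response, raw or row-and-column corrected B-score, differing from the plate sample mean either way at a set confidence level, mostly lower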
Target sequence (P08482 whole entry, looked up): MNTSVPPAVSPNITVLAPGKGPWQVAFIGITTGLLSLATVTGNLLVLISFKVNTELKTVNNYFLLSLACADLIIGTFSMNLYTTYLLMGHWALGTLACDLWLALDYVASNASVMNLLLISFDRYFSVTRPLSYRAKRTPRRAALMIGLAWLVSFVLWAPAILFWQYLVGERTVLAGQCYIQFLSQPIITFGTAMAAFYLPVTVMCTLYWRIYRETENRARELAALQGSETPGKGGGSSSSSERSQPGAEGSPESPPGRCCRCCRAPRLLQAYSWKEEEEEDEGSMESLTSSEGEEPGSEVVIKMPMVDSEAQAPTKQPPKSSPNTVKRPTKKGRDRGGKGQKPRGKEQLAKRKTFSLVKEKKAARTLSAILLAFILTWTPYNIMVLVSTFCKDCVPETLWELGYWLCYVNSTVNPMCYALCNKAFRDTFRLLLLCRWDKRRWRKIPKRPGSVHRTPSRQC
Active calls of the source: *; . = no result given; [ ] = remark or other dose.

SMILES	5HT1a ag	E coli RNAP	NADH coupling	Hsp90 block	D1 allo mod	HER2 expr 66K	Fluor 339 460	M1 ag	M1 antag
CCOC(=O)Nc1ccc(S(=O)(=O)Nc2nccc(C)n2)cc1	-1.3	2	2%	-11	0.75	97	1.1	-1	0.61
CC(=O)c1c(C)oc(C)c1CSCc1ccc(C(=O)O)o1	1.4	8	10%	-4	-8.1*	85	1.1	-0.53	0.32
CCOC(=O)c1sc(NCCNc2nc(C)c(C(=O)OCC)s2)nc1C	-0.6	3	1%	-3	-0.65	81	1.1	-0.37	-0.01
O=C(CN(c1ccc(F)cc1)S(=O)(=O)c1ccc2c(c1)OCCO2)Nc1cccnc1	0.3	9	3%	-3	.	94	1.1	0.43	-1.2
Cc1cc(-c2csc(N)n2)c(C)n1CCc1ccccc1	-1.8	4	4%	-4	-3.7	62	1.1	0.16	0.0055
COc1ccc(C2C3=C(CC(C)(C)CC3=O)Nc3c2c(=O)[nH]c(=O)n3Cc2ccccc2)cc1OC (centres undefined)	1.4	-1	12%	-1	0.43	90	1.7	9.9*	-1.1
Cc1cccc(NC(=O)CSc2nnc(-c3ccncc3)n2C)c1	1.7	-2	6%	2	0.11	155	1.1	0.19	0.48
COCCSc1ccccc1C(=O)Nc1nnc(C)s1	-5.0	5	4%	-2	-0.082	83	1	0.0072	0.097
C[N+](C)(C)C/C=C1/COCO1	-3.2	1	8%	-1	1.2	120	1.1	49*	-13*
Cn1cccc1C(=O)N1CCN(c2cccc(C(F)(F)F)c2)CC1	0.0	5	7%	1	0.51	95	1.1	-0.69	1.3
CC1(C)CC2CC(C)(CN2C(=O)COC(=O)Cn2[nH]c(=O)c3ccccc3c2=O)C1 (centres undefined)	-2.4	0	5%	-4	.	123	1	-0.065	-0.59
CCOC(=O)N1CCN(c2nc(SC)nc3sc4c(c23)CC(C)(C)OC4)CC1	-0.3	1	3%	.	-0.2	64	1.2	1.2	-0.091
CCCCN(CCCC)S(=O)(=O)c1ccc2oc(C(=O)N3CCOCC3)c(C)c2c1	-1.2	7	1%	1	-0.24	69	1.1	0.28	-0.38
O=C1CC(N2CCN(c3cccc(C(F)(F)F)c3)CC2)C(=O)N1c1ccccc1 (centres undefined)	-0.5	3	1%	1	0.89	116	1	-1.7	-1.3
CS(=O)(=O)N1CCCC(C(=O)NCCCN2CCOCC2)C1 (centres undefined)	-1.0	3	6%	-2	0.45	109	1.1	-2.3	0.85
COc1ccc(OC)c(NC(=O)CN(c2ccc(C(C)C)cc2)S(=O)(=O)c2c(C)noc2C)c1	-1.9	4	6%	-1	-0.039	82	1.1	0.018	0.17
COc1ccc(NC(=O)CSc2nnc(-c3ccccn3)n2N)c(OC)c1	1.3	3	4%	.	-0.73	106	1.1	0.82	-0.053
CCCn1c(SCC(=O)Nc2nnc(-c3ccccc3)s2)nnc1-c1ccccn1	0.0	1	10%	-3	0.061	72	1	0.18	0.29
Cc1ccc(S(=O)(=O)NCCCN2CCOCC2)cc1C	0.2	2	0%	0	.	143	1.1	-1.1	-0.38
O=C1c2ccccc2S(=O)(=O)N1Cc1cc(=O)n2ccsc2n1	-1.1	2	4%	0	.	94	1.1	-1.1	0.094
O=C(Nc1cccc2ncccc12)c1cccnc1	-1.9	6	11%	3	0.54	82	1.1	0.32	0
CS(=O)(=O)N(CC(=O)Nc1ccccc1C(=O)N1CCOCC1)c1ccc2c(c1)OCO2	0.3	8	6%	-2	1.5	100	1.1	-0.51	0.54
CC1CCCN(CCCNC(=O)CCn2nc(-c3ccccc3)ccc2=O)C1 (centres undefined)	-1.1	3	5%	-5	-0.027	77	1.2	0.17	0.28
Cc1ccccc1C(=O)Nc1nnc(-c2ccc(F)cc2)o1	-0.5	-1	7%	3	-1.5	85	1	0.034	0.54
CN1CCN(CCNC(=O)c2cc3c(=O)n(C)c4ccccc4c3n2C)CC1	-3.0	2	18%	0	4.6*	90	1.8	0.17	-0.23
Cc1ccc(-c2ccc(=O)n(CC(=O)NCCCN3CCCCC3C)n2)cc1 (centres undefined)	-1.5	2	4%	-4	0.057	64	1.3	0.09	-0.084
Cc1noc(C(=O)N2CC3(C)CC2CC(C)(C)C3)c1Cl (centres undefined)	-0.4	6	2%	1	-0.39	87	1.1	-1.8	0.04
Cc1cc(NC(=O)CCCS(=O)(=O)c2nc(-c3cccs3)cc(C(F)(F)F)n2)no1	-3.6	4	8%[fluoresces]	1	0.12	-16*	3.4*	0.91	-0.05
COc1cccc(/C(O)=C2/C(=O)C(=O)N(CCN3CCOCC3)C2c2cccnc2)c1 (centres undefined)	2.4	5	5%	-3	-0.098	80	1	1.6	0.098
COc1ccc(-c2n[nH]c(C)c2-c2ccc(Cl)cc2)c(O)c1OC	3.9	-11	1%	-1	-1.6	76	1.1	0.97	-1

4 records drawn at random from those above, as already listed:
SMILES	5HT1a ag	E coli RNAP	NADH coupling	Hsp90 block	D1 allo mod	HER2 expr 66K	Fluor 339 460	M1 ag	M1 antag
COc1ccc(OC)c(NC(=O)CN(c2ccc(C(C)C)cc2)S(=O)(=O)c2c(C)noc2C)c1	-1.9	4	6%	-1	-0.039	82	1.1	0.018	0.17
Cc1cc(NC(=O)CCCS(=O)(=O)c2nc(-c3cccs3)cc(C(F)(F)F)n2)no1	-3.6	4	8%[fluoresces]	1	0.12	-16*	3.4*	0.91	-0.05
COc1ccc(-c2n[nH]c(C)c2-c2ccc(Cl)cc2)c(O)c1OC	3.9	-11	1%	-1	-1.6	76	1.1	0.97	-1
CCCn1c(SCC(=O)Nc2nnc(-c3ccccc3)s2)nnc1-c1ccccn1	0.0	1	10%	-3	0.061	72	1	0.18	0.29

Next results:
SMILES	5HT1a ag	E coli RNAP	NADH coupling	Hsp90 block	D1 allo mod	HER2 expr 66K	Fluor 339 460	M1 ag	M1 antag
CN(C)C(=O)COc1ccc2cc(-c3ccccc3)c(=O)oc2c1	1.5	-94	4%[fluoresces]	-3	.	99	3*	-0.65	-0.0086
CCc1ccc(S(=O)(=O)NCc2cn3ccccc3n2)s1	-0.2	2	6%	7	-0.36	77	1.2	0.86	0.15
CN(C)CC1(c2ccccc2)CCCC1	0.2	-2	1%	1	-0.34	90	1.1	-0.14	-1.1
CN1/C(=C\C(=O)CN2C(=O)NC3(CCCCCC3)C2=O)C(C)(C)c2ccccc21	-1.1	3	7%	-67	-0.17	82	1.7	2.1	-0.54
CC(C)c1nnc(NC(=O)CCCC(=O)O)s1	-1.6	-1	3%	-1	-0.26	108	1	-0.077	0.45
N#Cc1c(N)oc(-c2ccc3c(c2)OCO3)c1-c1ccc2c(c1)OCO2	-1.7	0	9%[fluoresces]	-12	4.5*	71	2.1*	-0.33	0.92
Cn1c(=O)c2c(nc(SCc3nn[nH]n3)n2Cc2ccccc2F)n(C)c1=O	-3.4	-3	2%	-16	-0.053	42	1.1	1.1	-0.011
O=C(CN1C(=O)c2ccccc2S1(=O)=O)NC1CCCCCC1	-3.5	4	3%	-2	-0.79	103	1.1	-0.58	-0.048
O=C(Nc1nc(-c2ccccc2)ns1)c1cccs1	-0.6	2	7%	1	-0.95	75	1.1	-1.4	-0.094
CCCCS(=O)CC(O)COc1ccc(C(C)(C)C)cc1 (centres undefined)	-1.6	9	4%	0	0.51	74	0.84	0.43	0.37
CCOCCCn1c(=S)[nH]c2cc3c(cc2c1=O)OCO3	0.2	20	3%	-2	-0.27	101	1	0.33	-0.7
Nc1nc(N2CCOCC2)nc2ccccc12	1.7	2	7%[fluoresces]	-4	0.25	93	4*	-0.84	-0.27
CC(Sc1ncc(C#N)c(N)n1)C(=O)Nc1ccccc1 (centres undefined)	-2.5	8	9%	-3	-0.044	115	1.1	0.016	-1.3
Cc1ccccc1-n1nnnc1-c1ccccc1	-3.4	5	1%	-3	0.049	84	1.1	0.31	0.51
CCOC(=O)C1=C(c2ccccc2)NC(=O)NC1c1ccc(OCC#N)c(OC)c1 (centres undefined)	-0.6	3	5%	-3	0.72	101	0.92	0.69	1.2
COc1ccc2[nH]c(=O)c(CN(CCO)C(=O)c3ccccc3F)cc2c1	-0.8	-8	11%	-1	.	95	2.9*	.	.
C=COCCNC(=O)Nc1ccc(Cl)c(Cl)c1	-2.9	2	1%	-1	-0.52	81	1	0.6	-0.38
CCOC(=O)c1c(NC(=O)c2cccs2)sc(C)c1C	0.7	-2	3%	-2	2.3	91	1.7	-0.66	-0.015
Nc1ncnc2nc(N3CCN(C(=O)c4ccccc4)CC3)[nH]c12	-0.9	2	6%	1	-0.036	81	1.2	-1	-0.17
CCC1(CC)C(=O)N=C2c3ccccc3C(=O)N21	-1.6	-1	4%	-1	-0.36	87	1.1	-0.49	0.022
COc1ccc(-c2noc(-c3ccccc3C(=O)Nc3cccc(OC)c3)n2)cc1	0.3	1	5%	-5	-0.68	83	1.1	-0.39	-0.45
COc1ccc(C(=O)CSc2nnc(-c3ccco3)n2C)cc1	-4.1	4	3%	-3	-0.5	82	1.1	-0.53	0.16
COC(=O)CSc1nnc(CNC(=O)c2ccc(OC)cc2OC)n1C	-2.7	3	4%	2	0.79	89	1.1	0.071	0.84
Cc1cc(C)cc(N(CC(=O)NCc2ccco2)S(=O)(=O)c2c(C)noc2C)c1	1.1	5	9%	-3	0.062	98	1.1	0.062	-1.3
Cc1c(N=Cc2ccco2)c(=O)n(-c2ccccc2)n1C	-3.1	13	15%	-3	-0.3	82	0.92	.	.
CCOC(=O)C1CCCN(c2cc(=O)n(-c3ccccc3Cl)c(=O)[nH]2)C1 (centres undefined)	-0.8	4	5%	-4	-0.73	107	1.1	-0.0021	0.52
Cc1ccc(OCc2nc(C#N)c(N3CCCC3)o2)cc1	-4.1	10	6%	-9	2.2	89	1	-0.17	-0.1
O=C(NCCCN1CCCC1=O)c1cncc(Br)c1	-1.1	12	2%	-1	-0.68	96	1	0.38	0.23
COc1ccc(N2CCN(c3cc(=O)n(Cc4ccc(F)cc4)c(=O)[nH]3)CC2)cc1	-0.3	8	3%	-3	-0.37	97	1.1	-0.13	0.35
Cc1cc(O)cc(O)c1C(=O)Cc1cscn1	-1.6	5	8%	5	-0.19	89	1	-0.59	1.9
Nc1nonc1C(=O)OCC(=O)N1CCCCC1	0.1	11	6%	-1	-0.87	130	1	-0.98	0.86
Cc1ccc(CNC(=O)C2CCN(S(=O)(=O)c3cccs3)CC2)o1	0.6	13	2%	-6	0.15	87	1	0.66	0.13
CCCOC(=O)c1ccc(OCC(O)CN2CCN(C(=O)c3ccccc3)CC2)cc1 (centres undefined)	-0.1	0	7%	-1	0.3	114	1.1	-0.36	-2*
Nc1cc(C(F)(F)F)ccc1C(=O)O	-0.7	-11	10%[fluoresces]	0	-0.44	102	2.1*	-0.56	0.2
CCOC(=O)N1CCN(c2ccc(C(=O)c3cccc(F)c3)cc2)CC1	0.6	4	0%	-2	-0.34	130	1.1	1.1	1.1
CCOCCCNC(=O)C(NC(=O)CC1NC(=O)NC1=O)c1ccc(Cl)cc1 (centres undefined)	-0.4	7	7%	.	-0.64	98	1.1	0.45	-0.15
ONC=Nc1cccc2nonc12	-4.6	11	4%	0	-0.11	95	1	-0.92	-0.66
c1ccc(-n2ncc(-c3nn[nH]n3)n2)cc1	-1.8	.	3%	.	-1.3	89	1.1	0.032	2.5
Cc1ccccc1NCc1ccccc1O	-3.2	0	10%	1	0.32	59	1	-0.05	0.064
CCOC(=O)c1c(C)[nH]c(C)c1C(=O)CSc1nc(N)cc(N)n1	0.6	10	9%	-3	.	66	1.1	-0.96	-0.59
CN1C(=O)c2ccc(C(=O)NCc3ccccc3)cc2C1=O	-2.8	4	7%	-1	0.003	121	1.1	0.15	0.36
CC1CCN(S(=O)(=O)N2CCC(C(=O)N3CCC(N(C)CC4CCCO4)CC3)CC2)CC1 (centres undefined)	-0.9	1	4%	-2	.	115	1.1	-0.38	0.75
